CHX counter: Cycloheximide Counterscreen for Small Molecule Inhibitors of Shiga Toxin; cell reporter, cycloheximide protein synthesis inhibition counterscreen; max response, %; 12% of 300,000 active; in the data active means max response mostly above about 13%, no sharp cut-off; inactive means mostly below about 14%; further: read at 38.3 µM for the half of the compounds with a filed dose; 0% is about no effect
AmpC inh no detg: qHTS Inhibitors of AmpC Beta-Lactamase (assay without detergent). P00811. AmpC nitrocefin hydrolysis, absorbance 480 nm, 0.0001% Triton. Potency, µM (titrated, usually from 57.1 µM), inactives show top-dose activity change, negative = inhibition, most hits filed as inhibitors. 0.52% of 330,000 active. AID 485341, 2010;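 further: potency means the concentration at half of the fitted maximal effect; plate controls were no compound for no effect and no enzyme for full effect; nearly all actives have a fitted effect of over 20% in size; some results filed as inactive show a strong effect at the top dose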
Target sequence (P00811 whole entry, looked up): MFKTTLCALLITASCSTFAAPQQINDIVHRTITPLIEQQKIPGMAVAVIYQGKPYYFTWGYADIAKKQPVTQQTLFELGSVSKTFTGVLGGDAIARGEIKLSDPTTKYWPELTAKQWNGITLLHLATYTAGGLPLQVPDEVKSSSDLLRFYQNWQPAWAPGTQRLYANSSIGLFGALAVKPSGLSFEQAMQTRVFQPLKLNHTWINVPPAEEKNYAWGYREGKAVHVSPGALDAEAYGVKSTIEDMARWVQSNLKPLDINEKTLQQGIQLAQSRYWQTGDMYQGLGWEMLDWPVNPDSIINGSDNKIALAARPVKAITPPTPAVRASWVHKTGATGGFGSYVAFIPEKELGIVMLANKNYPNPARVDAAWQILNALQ
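20 mM phosphate pH 7.0 + 0.01% (detergent screen) or 0.0001% Triton X-100; 5.3 nM AmpC reagent; cpd preinc 15 min RT; nitrocefin (800 uM stock) to start; A480 q20 s × 4 min; Activity was normalised to no-enzyme and no-compound control wells.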
Shiga inhibitor: A qHTS for Small Molecule Inhibitors of Shiga Toxin. Vero cells, Shiga toxin protein synthesis inhibition reporter. inhibition, % at 38.7 µM. 9.2% of 290,000 active; in the data active means inhibition mostly above about 28%, no sharp cut-off; inactive means mostly below about 43%; further: 0% is about no effect
Pf growth 96h: Primary qHTS for delayed death inhibitors of the malarial parasite plastid, 96 hour incubation; P. falciparum luciferase reporter growth, 96 h; Potency, µM (top dose mostly 28.7 µM), for inactives: top-dose activity change, negative = inhibition, most hits filed as inhibitors; 6.9% of 320,000 active; AID 504834, 2011; further: potency means the concentration at half of the fitted maximal effect; on the % scale 0 is the no-effect control and ±100 the full control effect
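Two parasite generations (96 h, 37 C, 5% CO2) of compound exposure in infected erythrocytes (0.05% parasitemia, 2% hematocrit). Luciferase-reporter P. falciparum; decreased luminescence indicates inhibited growth, aimed at apicoplast-acting delayed death.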
TbPYK inhibitor: qHTS of Trypanosoma Brucei Inhibitors. AID 624173, 2012. TbPYK enzyme, Kinase-Glo Plus ATP luminescence, 45 min. 0.12% of 410,000 active. pyruvate kinase (Trypanosoma brucei), Q57TT1. Potency, µM (highest dose often 76.8 µM), inactives show at the highest dose activity, negative = inhibition, actives largely listed as inhibitors; further: potency means the concentration at half of the fitted maximal effect; on the % scale 0 is the no-effect control and ±100 the full control effect; nearly all actives have a fitted effect of over 50% in size
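Luminescence from Kinase-Glo Plus, added after a 45-minute room-temperature reaction, served as the end-point read-out. The enzyme and substrate were preincubated with compound before ADP (130 uM final) initiated turnover. Concentration-effect curves came from normalized qHTS data.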
LmPK inhibitor: qHTS Assay for Inhibitors of Leishmania Mexicana Pyruvate Kinase (LmPK); purified LmPK, Kinase-Glo ATP luminescence, 1 h; Q27686; Potency, µM (doses to about 57.5 µM), inactives show top-dose activity change, negative = inhibition, actives largely listed as inhibitors; 0.37% of 290,000 active; AID 1721, 2009; further: potency means the concentration at half of the fitted maximal effect; on the % scale 0 is the no-effect control and ±100 the full control effect
Target sequence (Q27686 whole entry, looked up): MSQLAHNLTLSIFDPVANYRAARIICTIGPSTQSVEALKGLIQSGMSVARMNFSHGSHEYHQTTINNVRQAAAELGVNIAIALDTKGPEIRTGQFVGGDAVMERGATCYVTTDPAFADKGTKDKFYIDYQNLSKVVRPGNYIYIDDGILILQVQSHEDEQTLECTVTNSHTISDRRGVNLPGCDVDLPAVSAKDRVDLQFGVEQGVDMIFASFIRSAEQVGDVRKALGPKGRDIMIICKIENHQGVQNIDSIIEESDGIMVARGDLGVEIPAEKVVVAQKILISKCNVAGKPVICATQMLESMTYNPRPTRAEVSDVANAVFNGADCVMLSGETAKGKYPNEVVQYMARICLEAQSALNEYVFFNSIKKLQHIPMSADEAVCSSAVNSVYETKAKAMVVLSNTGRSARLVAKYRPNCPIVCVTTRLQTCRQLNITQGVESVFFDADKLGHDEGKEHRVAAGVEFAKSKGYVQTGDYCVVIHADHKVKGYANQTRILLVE
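Pyruvate kinase activity monitored as ATP production (luciferase luminescence). Conditions: 0.1 nM enzyme, 0.5 mM PEP, 0.1 mM ADP, 1 h, RT; normalized against uninhibited and no-enzyme wells.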
Pf growth 48h: Primary qHTS for delayed death inhibitors of the malarial parasite plastid, 48 hour incubation. Potency, µM (top dose mostly 28.7 µM), without a hit: top-dose activity change, negative = inhibition, usual class: inhibitors. AID 504832, 2011. 5.9% of 310,000 active. P. falciparum luciferase growth in erythrocytes, 48 h; further: potency means the concentration at half of the fitted maximal effect; on the % scale 0 is the no-effect control and ±100 the full control effect
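Firefly luciferase activity from engineered P. falciparum reports growth; inhibitors lower the luminescent signal. Cultures contained 2% hematocrit erythrocytes at 0.1% final parasitemia.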
Active calls of the source: *; u = inconclusive; x = not tested or not shown; & = joins results of further samples; [ ] = another dose, or the depositor's remark. Unless noted, the call rests on the fitted dose curve; in most records, active means well fitted curve in the direction sought with a large enough effect; inconclusive means small, poorly fitted or top-dose-only effect, or another doubt; inactive means no such curve, though single readings can be large; an effect the other way counts as inactive or inconclusive.

SMILES | CHX counter | AmpC inh no detg | Shiga inhibitor | Pf growth 96h | TbPYK inhibitor | LmPK inhibitor | Pf growth 48h
CCOC(=O)N1CCN(C(=O)CN(C)S(=O)(=O)c2ccc3c(c2)C(C)(C)C(=O)N3C)CC1 | 1 | 28% | -1 | x | -1% | -1% | 6%
O=C1Nc2ccccc2N(O)N1c1cc(-c2cccc(Cl)c2)no1 | -3 | -21% | 36 | 2% | -2% | -8% | 87%[activator]
COc1ccc(CCNC(=O)c2cn(C)c3ccc(S(=O)(=O)N4CCOCC4)cc3c2=O)cc1OC | 5 | 186%[activator] | 3 | 11% | -6%&4% | 9% | 13µM*
COc1ccc(CN2C(=O)c3ccccc3C(/C=N/OCc3ccc(Cl)cc3)C2=O)cc1 (stereo not drawn) | -1 | u | -6 | u | 3% | 6% | u
CC(O)c1nc2ccccc2n1C(C)c1ccccc1 (stereo not drawn) | 0 | 8% | -8 | -22% | 3% | -1% | -1%
COC(=O)C(C)n1nc(C)n(-c2ccc(C)cc2)c1=O (stereo not drawn) | -1 | -13% | -3 | 2% | 0% | -1% | 11%
Nc1nnc(-c2ccncc2)s1 | 1 | 5% | -3 | 57%[activator] | -8% | -8% | 16%
COc1ccc(/C=C/C(=O)NCC(=O)N=Nc2c(O)[nH]c3ccc([N+](=O)[O-])cc23)cc1 | -3 | -50% | -3 | 40%[activator] | -5% | 6% | -26%
CCOc1ccc(NC(=O)C(CC(=O)O)Cc2ccccc2)cc1 (stereo not drawn) | -2 | -21% | -6 | 38%[activator] | 3% | -2% | -4%
Cc1ccc(C(=O)NC2CC(C)(C)NC(C)(C)C2)cc1C | -6 | -3% | -6 | u | 7% | -3% | u
O=C(CCN1C(=O)COc2ccccc21)NCCN1CCN(c2ccccc2F)CC1 | -1 | 52% | -11 | 1% | 2% | -9% | 0%
CN(C)/C=N/c1cc(=O)[nH]c(=O)n1C | 3 | 25% | -6 | -5% | -2% | 0% | 15%
c1ccc(-c2cc3c(ccc4nonc43)nn2)cc1 | 18 | -9% | -5 | -11% | -11% | 0% | 43%[activator]
O=C(Cn1ncc2c([nH]c3ccccc32)c1=O)Nc1cccnc1 | 2 | 3% | 4 | 42%[activator] | 0% | 1% | 31%[activator]
Cc1ccc(OCc2nnc(SCC(=O)Nc3nccs3)n2-c2ccccc2)cc1C | -4 | -16% | 24 | u | 2% | -3% | x
Cc1ccc2c(c1)C(=O)CC1(CCCC1)O2 | -1 | -12% | 14 | 92%[activator] | 0% | 3% | 49%[activator]
O=[N+]([O-])c1cccnc1N1CCCNCC1 | 7 | -15% | 5 | 18% | -13% | -11% | x
C[C@H](NC(=O)N1C[C@H]2C[C@@H](C1)c1cccc(=O)n1C2)C(=O)Nc1ccc(F)c(F)c1 | 8 | 4% | 12 | -10% | 1% | -9% | -6%
CCOC(=O)N1CCN(C(=O)CSc2nnc(-c3ccc(Cl)s3)o2)CC1 | -4 | -2% | -8 | -6% | x | 0% | 21%
CSc1nc(N)nc(C(C)C)n1 | 1 | -16% | -4 | 7% | -4% | 1% | u
COc1ccccc1N1CCN(CCN2C(=O)C3CCCCN3C2=O)CC1 (stereo not drawn) | 1 | 24% | 6 | u | -2% | 3% | -1%
COc1ccc(C(=O)N/N=c2\oc3ccccc3cc2C(=O)NCc2ccccc2)cc1 | 0 | -32% | -6 | u | -12% | 4% | 3%
CCOC(=O)C1CCCCN1S(=O)(=O)c1cc2c(cc1C)NC(=O)CO2 (stereo not drawn) | -4 | -26% | 11 | 1% | 2% | -6% | 12%
CCC(C)NC(=O)C(=O)NCC1CCCN1CC (stereo not drawn) | -4 | -16% | 12 | 0% | 1% | 1% | 15%
O=[N+]([O-])c1cccc(-c2c(-c3ccccc3)ncc3ccc(F)cc23)c1 | x | -25% | x | 4.7µM* | -4% | x | -8%
CCN(CC)S(=O)(=O)c1ccc(Cl)c(NC(=O)COC(=O)c2ccc(O)cc2)c1 | -3 | -43% | -7 | 4.7µM* | 6% | 2% | u
Cn1cc([N+](=O)[O-])c(C(=O)NCc2ccccc2)n1 | -1 | -8% | 1 | 17% | -1% | -7% | 6%
N#C/C(=C\c1ccc(O)c(O)c1)C(=O)Nc1cccc2ncccc12 | -1 | u | -5 | -5% | -13% | -14% | u
Cc1[nH]nc2c1/C(=N\O)CC(C)(C)C2 | -5 | -8% | 3 | -5% | 8% | -5% | 26%
CCOC(=O)C(=CNc1cccc(N)n1)C(=O)OCC | 2 | -8% | -1 | 1% | -26% | 1% | u
CCN=C1SC(C(=O)Nc2cccc(Br)c2)CC(=O)N1CC (stereo not drawn) | -5 | -20% | -10 | 49%[activator] | 0% | 4% | 9%
Cc1ccccc1-n1c(SCC(=O)N(C)C2CCS(=O)(=O)C2)nnc1-c1ccncc1 (stereo not drawn) | -1 | -28% | -9 | -2% | -2% | 0% | 1%
CCCCn1nc(C(=O)Nc2ccc(S(=O)(=O)Nc3ncccn3)cc2)c2ccccc2c1=O | -8 | -24% | -15 | u | 3% | 12% | u
COc1ccc(CNC(=O)C2CCC(=O)N(CCCN3CCCC3=O)C2)cc1 (stereo not drawn) | -1 | -12% | -25 | u | 3% | -13% | 13%
C[C@H]1CN=C(Nc2ccccc2)N1CCC1CCCCC1 | -1 | 16% | -1 | u | 3% | -4% | u
O=S(=O)(Nc1nc2ccccc2s1)c1cnc(Cl)c(Br)c1 | 10 | -30% | 11 | 0% | 2% | -3% | 89%[activator]
O=C(O)CCCCCNC(=O)/C(=C\c1ccco1)NC(=O)c1ccco1 | 0 | -6% | x | u | 10% | 21% | 8%
O=C(NCc1ccccc1Cl)NC(=O)c1ccccc1 | 1 | -24% | 18 | u | 0% | -8% | 1%[5.75 µM]
CN(C)CCCn1c(N)c(S(=O)(=O)c2ccccc2)c2nc3ccccc3nc21 | -2 | -1% | -22 | -28% | 0% | 1% | -17%
CCC(Sc1nc2cc(OC)c(OC)cc2c(=O)n1Cc1ccco1)C(=O)NCCOC (stereo not drawn) | -2 | 114%[activator] | -11 | u | x | -1% | u
CCOC(=O)C1CCCN(Cc2ccc(OC)cc2OC)C1 (stereo not drawn) | -10 | -12% | -8 | 64%[activator] | x | -4% | u
Cc1cccc(N2C(=O)SC(N(C)c3ccccc3)C2=O)c1 (stereo not drawn) | 12 | -34% | 12 | 26% | -7% | 3% | -7%
O=C(Nc1ccccc1)Nc1ccc2snnc2c1 | 41* | -26% | 58* | 3.3µM* | -3% | -10% | u
CCc1c(C)sc(NC(=O)c2cccs2)c1C(N)=O | 64* | -9% | 107* | 149%[activator] | -8% | -6% | x
c1ccc(CN2CCN(Cc3nnc(-c4ccccc4)o3)CC2)cc1 | 14 | 15% | 20 | -3% | -8% | -9% | 19%
CCN(CC)c1ccc(/C=c2/sc3nnc(-c4ccccc4C)n3c2=O)cc1 | -2 | -1% | -10 | 23% | 5% | -8% | x
Cc1ccc(S(=O)(=O)Nc2ccccc2)cc1C(=O)N1CCCC1 | -7 | 4% | 1 | 8% | -23% | -6% | 31%[activator]
CCn1c(CCc2ccccc2)nc2ccccc21 | 32* | -12% | 27 | 0.13µM* | 2% | 1% | u
Cc1cccc(CN2CCSCC2)c1 | 1 | -21% | -3 | u | 0% | -4% | -9%
CCN1CCc2c(C#N)c(N3CCCCC3)nc(N3CCOCC3)c2C1 | 6 | 51% | -21 | u | 8% | 6% | u
C=CCc1cccc(OC)c1OCCOCCn1ccnc1 | -3 | -5% | 2 | u | 36%[activator] | -1% | -15%
COc1ccc(NC(=O)Nc2ccccc2C(N)=O)cc1 | 26* | -23% | 72 | 13% | -29% | 14µM* | 5%
COc1cccc2[nH]c(C(=O)NC(C)c3ccccc3)cc12 (stereo not drawn) | -3 | -42% | -5 | 0% | 0% | 4% | 0%
Cc1ccccc1C(=O)OC1CCN(C)CC1 | -3 | -13% | -2 | 3% | 5% | -3% | 15%
COC(=O)c1ccccc1NC(=O)c1cc([N+](=O)[O-])nn1Cc1ccccc1 | -1 | -12% | -11 | 0.66µM* | -8% | 1% | -4%
CC(=O)NC1C(=O)N=C(SCC(=O)NC2CCCCC2)NC1=O (stereo not drawn) | 22* | -13% | 57* | u | 4% | -2% | 29%
Cc1c(Cl)cccc1NC(=O)CCNC(=O)N1CC(=O)Nc2ccccc21 | -2 | -2% | -3 | 3% | -5% | -1% | 0%
CCOc1ccc2nc(NC(=O)c3cnc(C)cn3)sc2c1 | 18* | -2% | 24 | u | -25% | 1% | x

Nothing new here: entries from further up.
SMILES | CHX counter | AmpC inh no detg | Shiga inhibitor | Pf growth 96h | TbPYK inhibitor | LmPK inhibitor | Pf growth 48h
CCN(CC)c1ccc(/C=c2/sc3nnc(-c4ccccc4C)n3c2=O)cc1 | -2 | -1% | -10 | 23% | 5% | -8% | x
Cc1ccc(S(=O)(=O)Nc2ccccc2)cc1C(=O)N1CCCC1 | -7 | 4% | 1 | 8% | -23% | -6% | 31%[activator]
CCn1c(CCc2ccccc2)nc2ccccc21 | 32* | -12% | 27 | 0.13µM* | 2% | 1% | u
Cc1cccc(CN2CCSCC2)c1 | 1 | -21% | -3 | u | 0% | -4% | -9%
CCN1CCc2c(C#N)c(N3CCCCC3)nc(N3CCOCC3)c2C1 | 6 | 51% | -21 | u | 8% | 6% | u
C=CCc1cccc(OC)c1OCCOCCn1ccnc1 | -3 | -5% | 2 | u | 36%[activator] | -1% | -15%
COc1ccc(NC(=O)Nc2ccccc2C(N)=O)cc1 | 26* | -23% | 72 | 13% | -29% | 14µM* | 5%

Assay outcomes as filed in PubChem.
